Screening results (PubChem BioAssay)
M1 ag – agonists of human M1 muscarinic receptor. actives 0.33% (n = 360,000). AID 588814. activation, % at 3 µM. P11229. CHO-K1 hM1, Fluo-8 calcium fluorescence, agonist mode; 0% DMSO, 100% acetylcholine EC100;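 active means activation above the run's mean compound activation plus 3 SD, cut at about 16% in these data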;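 further: peak over basal fluorescence ratio within a 140 s kinetic read after compound addition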
Target sequence (P11229 whole entry, looked up): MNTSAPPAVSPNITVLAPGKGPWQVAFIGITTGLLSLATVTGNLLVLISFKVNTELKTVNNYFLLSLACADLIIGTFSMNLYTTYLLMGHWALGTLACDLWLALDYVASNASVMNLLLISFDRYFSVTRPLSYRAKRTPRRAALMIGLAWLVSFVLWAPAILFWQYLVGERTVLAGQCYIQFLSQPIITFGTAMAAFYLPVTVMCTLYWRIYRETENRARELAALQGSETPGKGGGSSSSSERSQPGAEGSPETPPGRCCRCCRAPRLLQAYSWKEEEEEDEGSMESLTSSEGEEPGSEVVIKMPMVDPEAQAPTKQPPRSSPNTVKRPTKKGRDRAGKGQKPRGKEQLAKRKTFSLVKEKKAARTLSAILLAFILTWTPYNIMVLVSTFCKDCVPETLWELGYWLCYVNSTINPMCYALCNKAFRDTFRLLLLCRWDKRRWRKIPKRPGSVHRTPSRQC
CHRM5 antagonist – antagonists of human muscarinic M5 receptor (CHRM5). actives 0.59% (n = 360,000). inhibition, % at 3 µM. P08912. CHO-hM5 cells, Fluo-8 calcium fluorescence, ACh EC80. AID 624040;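 active means inhibition above a per-plate cutoff, the mean of that plate's test compounds plus 3 SD, cut at about 27% in these data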;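 further: 0% = acetylcholine EC80 with DMSO and 100% = DMSO without agonist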
Target sequence (P08912 whole entry, looked up): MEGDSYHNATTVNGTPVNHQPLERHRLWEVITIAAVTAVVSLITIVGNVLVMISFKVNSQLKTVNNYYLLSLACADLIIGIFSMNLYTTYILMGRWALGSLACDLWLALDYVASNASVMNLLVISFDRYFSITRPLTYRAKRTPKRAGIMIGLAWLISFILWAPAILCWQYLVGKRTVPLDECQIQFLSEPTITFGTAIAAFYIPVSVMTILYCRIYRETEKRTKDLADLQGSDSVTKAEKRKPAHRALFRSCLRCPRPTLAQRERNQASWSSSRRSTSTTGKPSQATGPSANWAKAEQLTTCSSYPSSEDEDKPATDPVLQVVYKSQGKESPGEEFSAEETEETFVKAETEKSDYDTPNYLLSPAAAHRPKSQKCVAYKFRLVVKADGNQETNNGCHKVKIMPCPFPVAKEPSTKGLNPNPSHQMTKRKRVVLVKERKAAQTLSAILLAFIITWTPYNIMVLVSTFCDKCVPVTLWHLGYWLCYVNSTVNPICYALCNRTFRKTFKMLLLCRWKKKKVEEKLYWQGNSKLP
M5 ag – agonists of human muscarinic M5 receptor (CHRM5). P08912. CHO-K1 hM5 cells, Fluo-8 calcium fluorescence; 0% DMSO wells, 100% maximal acetylcholine response. activation, % at 3 µM. actives 0.19% (n = 360,000);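 active means activation above the run's mean over test compounds plus 3 SD, cut at about 23% in these data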;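 further: signal is peak over basal fluorescence ratio across the kinetic read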
CHRM5 PAM – CHRM5 positive allosteric modulation; P08912; CHO-K1 hM5, Fluo-8 calcium, ACh EC20 PAM; 0% = ACh EC20, 100% = ACh EC100; activation, % at 3 µM; actives 0.3% (n = 360,000);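 active means activation above the run cutoff, the mean activation of all test compounds plus 3 SD, cut at about 18% in these data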
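Replicates: One well per compound, no replicates | System: Human M5 receptor in CHO-K1 cells | Benchmarks: Low control EC20 acetylcholine (0%), high control EC100 acetylcholine (100%) | Probe or stimulus: Acetylcholine, EC20 level | Times: Fluo-8 loading 80 min at 37 °C plus 30 min room temperature | Signal: Intracellular calcium via Fluo-8 fluorescence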
M1 PAM – potentiates human M1 receptor response to acetylcholine | P11229 | CHO-K1 hM1, Fluo-8 calcium fluorescence, ACh EC20; 0% = ACh EC20, 100% = maximal ACh | activation, % at 3 µM | actives 0.088% (n = 360,000) | AID 588819; in the data active means activation above about 19%, passing the limit was not always enough
M4 ag – CHRM4 agonism in calcium assay; CHO-K1 hM4/Gqi5, Fluo-8 calcium fluorescence; vehicle 0%, full acetylcholine response 100%; AID 624127; actives 0.14% (n = 360,000); activation, % at 3 µM;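 active means activation above the run mean over all test wells plus 3 SD, cut at about 32% in these data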;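 further: peak over basal fluorescence ratio per well then scaled between controls; 0% = DMSO wells and 100% = acetylcholine at EC100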
CHRM1 antagonist – antagonists of human M1 muscarinic receptor; P11229; CHO-K1 hM1, Fluo-8 calcium fluorescence, ACh EC80 antagonist; inhibition, % at 3 µM; actives 1.3% (n = 360,000); AID 588852;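 active means percent inhibition above its own plate's cutoff, namely the mean of that plate's compound wells plus 3 SD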;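 further: peak over basal fluorescence ratio during 140 s after agonist addition; 0% = ACh EC80 plus DMSO and 100% = DMSO alone without agonist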
M4 antag – blocks acetylcholine activation of human M4 receptor; CHO-hM4 cells, ACh EC80, Fluo-8 calcium fluorescence; inhibition, % at 3 µM; actives 0.73% (n = 360,000); AID 624125;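 active means inhibition above its plate's cutoff, the mean inhibition of sample wells plus 3 SD, cut at about 27% in these data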;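 further: 0% = acetylcholine EC80 with DMSO and 100% = DMSO without agonist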
TAAR1 agonist – agonists of human TAAR1; Q96RJ0; CHO RD-HGA16 TAAR1, Fluo-8 calcium fluorescence; vehicle wells 0%, saturating PEA agonist 100%; activation, % at 3 µM; actives 0.99% (n = 360,000);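 active means activation above the mean activation of all test compounds in the run plus 3 SD, cut at about 38% in these data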
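Test system: RD-HGA16 (CHO) cells co-expressing Gα16 and hTAAR1; dosing: one-point dosing at 3 µM (nominal); timing: 17-24 h seeding, 75 min 37 °C dye, 30 min RT; signal: kinetic Fluo-8 calcium fluorescence; read-out basis: % activation relative to PEA EC100 response; controls: DMSO and PEA EC100; replicates: n 1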
* hit, by the source's call; · = no result given; & = joins results of further samples.

#1 Cc1ccc2c(c1)N(CCCC(=O)NCC1COc3ccccc3O1)C(=O)CO2 (stereo unspecified)
#2 CC(=O)c1ccc(N2CCN(C(=O)Cn3cnc(S(=O)(=O)N4CCCCC4)c3)CC2)cc1
#3 O=C(N/N=C/c1cccc([N+](=O)[O-])c1)c1cc[n+](CCO)cc1
#4 CN(CC(=O)Nc1ccccc1Br)C(=O)CCc1ccccc1
#5 Cc1ccc(NC(=O)C(c2ccc(Cl)cc2)N2CCOCC2)cc1 (stereo unspecified)
#6 Cc1ccc(O)c(-c2cc(C(=O)Nc3ccc(S(=O)(=O)Nc4nccc(C)n4)cc3)[nH]n2)c1
#7 CC1Cc2ccccc2N1S(=O)(=O)c1cccc(C(=O)OCC(=O)N2CCOCC2)c1 (stereo unspecified)
#8 COc1cccc(N=C2CC(C)(C)CC(=O)/C2=C(/O)c2ccccc2)c1
entry no.	1	2	3	4	5	6	7	8
M1 ag	-3	-1	-3	-2	-6	-1	3	-1
CHRM5 antagonist	-1	1	4	10	7	-9	10	1
M5 ag	3	-3	-4	-2	1	2	1	-2
CHRM5 PAM	-9	-2	-5	-3	-5	10	9	4
M1 PAM	0	16	0	10	11	9	2	17
M4 ag	11	0	0	1	1	0	2	2
CHRM1 antagonist	-3	-19	-6	-15	-7	-40	-3	-20
M4 antag	-9	4	0	-9	1	-2	-5	-11
TAAR1 agonist	5	1	0	3	5	0	0	1

Ordered by the number under CHRM1 antagonist (largest number first): 3 of the compounds above
entry	canonical_smiles	CHRM1 antagonist
1	Cc1ccc2c(c1)N(CCCC(=O)NCC1COc3ccccc3O1)C(=O)CO2 (stereo unspecified)	-3
4	CN(CC(=O)Nc1ccccc1Br)C(=O)CCc1ccccc1	-15
2	CC(=O)c1ccc(N2CCN(C(=O)Cn3cnc(S(=O)(=O)N4CCCCC4)c3)CC2)cc1	-19

The results go on.
#9 C=C(C)Cn1c(CCn2c3ccccc3c3ccccc32)n[nH]c1=S
#10 Cc1cccc(OCC(=O)Nc2cccc3nsnc23)c1
#11 CCc1nc2ccc(C(=O)NCc3ccc4c(c3)OCO4)cn2c1N(CC)CCN(C)C
#12 Cc1ccc(O)c(Nc2ncnc3ccccc23)c1
#13 CCN1CCN(Cc2ccc(NC(=O)c3ccc(C)c(NC(=O)c4ccnnc4)c3)cc2C(F)(F)F)CC1
#14 O=c1[nH]c(N2CCN(c3ccccc3)CC2)nc2c1CCCC2
#15 O=c1c2[nH]cnc2n(-c2cccc(F)c2)c(=O)n1Cc1ccccc1
#16 O=C1NC(=S)NC1=Cc1ccccc1O
entry no.	9	10	11	12	13	14	15	16
M1 ag	-7	-6	-9	3	-8	-1	-3	19*
CHRM5 antagonist	9	-8	7	2	0	1	5	31*
M5 ag	-2	-2	-1	3	1	3	-4	110*
CHRM5 PAM	-2	-1	-9	5	0	0	2	-27
M1 PAM	8	10	2	10	4	4	4	-8
M4 ag	1	2	1	4	2	-1	1	134*
CHRM1 antagonist	-7	-16	-11	-3	-1	7	-1	5
M4 antag	-3	4	-14	-9	0	0	0	13
TAAR1 agonist	3	1	1	8	0	1	4	47*

#17 CCSc1nnc(N(CCC#N)CCC#N)s1
#18 Cc1ccc(NC(=O)C2=NNC(=O)CC2)cc1F
#19 COc1ccc(NC(=O)CN(C)C(=O)c2cccc3ccccc23)cc1
#20 Cc1ccc(S(=O)(=O)Nc2nc(C)c(C(=O)N/N=C/c3ccccc3)s2)cc1
#21 C[C@H]1COc2cc(N3CCSCC3)ccc2S(=O)(=O)N1
#22 O=C(Nc1ccon1)c1nc[nH]c1C(=O)N1CCc2ccccc2C1
#23 Cc1cc(N)n(-c2ccc(C(=O)O)cc2)n1
#24 O=C(NCCOc1ccc(Cl)cc1)c1ccc2ccccc2n1
entry no.	17	18	19	20	21	22	23	24
M1 ag	-4	-1	-4	-4	·	-3	0	-2
CHRM5 antagonist	4	-3	-1	9	0	-7	-15	10
M5 ag	-9	4	0	-3	0	0	2	-4
CHRM5 PAM	3	13	-2	-6	4	2	10	3
M1 PAM	-1	14	-5	9	·	-4	15	10
M4 ag	0	1	1	1	0	3	1	1
CHRM1 antagonist	1	-21	13	-8	·	9	-6	-11
M4 antag	-8	-4	6	-9	-6	-25	-11	-4
TAAR1 agonist	7	1	3	6	6	5	4	-2

#25 O=C1CCCC2=C1C1c3ccccc3C(=O)N1c1ccc(C(=O)c3ccccc3)cc1N2 (stereo unspecified)
#26 CC(Nc1ccc(Cl)cc1)c1cc(Cl)ccc1O (stereo unspecified)
#27 COc1cc(/C=C2\COC/C(=C\c3ccc(O)c(OC)c3)C2=O)ccc1O
#28 CCOc1ccccc1NC(=O)Nc1ccc(Br)cn1
#29 O=C1NCCCCC1NS(=O)(=O)c1ccc(Cl)cc1 (stereo unspecified)
#30 CCOc1ccc2c(c1)c(C(C)=O)c(C)n2-c1ccccc1
#31 COC(=O)[C@@]1(Cc2ccc(F)cc2)[C@H]2c3cc(C(=O)N4CCCC4)n(Cc4cc(F)cc5c4OCOC5)c3C[C@H]2CN1C(=O)c1ccccc1
#32 CC(NC(=O)COC(=O)CSCc1ccccc1)c1ccccc1 (stereo unspecified)
entry no.	25	26	27	28	29	30	31	32
M1 ag	-3	-7	0	-8	-3	-4	·	-4
CHRM5 antagonist	12	-11	10	2	5	-2	5	-3
M5 ag	-6	-11	-12	-1	-3	-10	1	-4
CHRM5 PAM	-15	-9	-16	2	0	-11	1	-1
M1 PAM	-1	-5	3	13	19	3	·	8
M4 ag	6	-1	11	1	0	-2	1	0
CHRM1 antagonist	8	-25	3	-13	-27	-16	·	-11
M4 antag	13	5	6	1	-11	3	9	-3
TAAR1 agonist	12	-1	12	3	1	8	0	6

#33 CCOC(=O)C(=O)N/N=C(/c1ccccc1)c1ccc(OC)cc1
#34 CCC(C)(C)NC(=O)C(c1cccn1C)N(C(=O)Cn1nnc2ccccc21)c1ccc(OC)cc1OC (stereo unspecified)
#35 Cc1nn(Cc2ccccc2)c(C)c1NC(=O)CCCn1nc([N+](=O)[O-])c(Cl)c1C
#36 CSc1nnc2n(-c3ccc(C)cc3)c(=O)c3c4c(sc3n12)COC(C(C)C)C4 (stereo unspecified)
#37 Cc1nc2ccccc2n1CC(O)Cn1c2ccccc2c2ccccc21 (stereo unspecified)
#38 O=C1CCCN1CCCNCCCn1cnc2c(OCc3ccccc3)ncnc21
#39 Cn1c(=O)oc2cc(S(=O)(=O)NCc3ccco3)ccc21
#40 CCOc1cc(/C=N\Nc2ncc(F)c(N3CCOCC3)n2)ccc1Oc1nc(Cl)ncc1F
entry no.	33	34	35	36	37	38	39	40
M1 ag	-4	-4	-4	-4	-7	-10	10	-5
CHRM5 antagonist	-4	-9	10	-3	-4	2	-2	7
M5 ag	0	-11	-1	1	-5	-2	0	-10
CHRM5 PAM	2	10	-6	-2	-2	3	-3	0
M1 PAM	9	5	4	6	-2	6	5	4
M4 ag	0	0	0	0	5	1	2	6
CHRM1 antagonist	-15	-3	2	-13	4	-9	1	-4
M4 antag	4	-13	-5	-17	-3	-12	-14	6
TAAR1 agonist	-3	0	1	0	18	3	1	5

#41 Cc1ccc(/C=C/C(=O)N2CCCC(C)C2)cc1 (stereo unspecified)
#42 COc1ccc(-c2ccc(=O)n(CC(=O)NCC3COCCO3)n2)cc1 (stereo unspecified)
#43 CCOC(=O)CNC(=O)CSc1nc2cccnc2n1Cc1ccccc1
#44 CN1CCN(c2ncnc3c2ncn3[C@H]2CN(Cc3ccc(Cl)cc3)C[C@@H](CO)O2)CC1
#45 CCOc1ccc(C2NC(=O)NC(C)=C2C(=O)OC)cc1C (stereo unspecified)
#46 O=C1C(Cc2ccccc2)Nc2ncnc(N3CCOCC3)c2N1Cc1ccc(Br)cc1 (stereo unspecified)
#47 CCOC(=O)C(=CNNc1ccccc1)C(=O)OCC
#48 CC(C)C1Oc2ccccc2N(CC(=O)N2CCOCC2)C1=O (stereo unspecified)
entry no.	41	42	43	44	45	46	47	48
M1 ag	-4	0	-6	-4	-5	-4&-5	-1	-5
CHRM5 antagonist	-1	10	-1	-7	6	14&4	-8	4
M5 ag	-6	-1	-6	-1	-1	1&4	13	-2
CHRM5 PAM	1	1	-3	1	3	-4&-14	12	2
M1 PAM	1	8	4	12	6	-7&-5	6	3
M4 ag	0	0	0	1	1	8&16	-2	2
CHRM1 antagonist	5	-23	3	-15	-9	16&6	-4	0
M4 antag	-10	-9	4	-8	-3	-2&-22	-13	3
TAAR1 agonist	5	1	3	2	18	5	-1	13

Brought forward from above: 3 entries, then new ones.
#46 O=C1C(Cc2ccccc2)Nc2ncnc(N3CCOCC3)c2N1Cc1ccc(Br)cc1 (stereo unspecified)
#47 CCOC(=O)C(=CNNc1ccccc1)C(=O)OCC
#48 CC(C)C1Oc2ccccc2N(CC(=O)N2CCOCC2)C1=O (stereo unspecified)
#49 Cc1ccc(C)c(S(=O)(=O)N2CCN(C(=O)Nc3ccccc3)CC2)c1
#50 O=S(=O)(NCc1cccs1)NCc1ccccc1F
#51 COc1ccc(NC(=S)NC(=O)C2CCC2)cc1
#52 O=C(COc1ccccc1[N+](=O)[O-])N/N=C/c1ccncc1
#53 O=C(NCC1CCCO1)c1ccc([N+](=O)[O-])s1 (stereo unspecified)
#54 Cn1ncc(Cl)c1C(=O)N1CCN(c2ccc(F)cc2)CC1
#55 Cc1ccc(-n2nc(C)c3c(C)c(CCC(=O)Nc4ccc(CN5CCCC5)cc4)c(C)nc32)cc1
#56 CC1CC(C)CN(C(=O)C2CCCN(S(=O)(=O)c3cnc[nH]3)C2)C1 (stereo unspecified)
#57 COc1ccc(C2CCCCCN2C(=O)C2CCN(S(=O)(=O)c3ccc(C)cc3)CC2)cc1 (stereo unspecified)
#58 Nc1ccn(CC(=O)NCc2ccccc2)c(=O)n1
entry no.	46	47	48	49	50	51	52	53	54	55	56	57	58
M1 ag	-4&-5	-1	-5	-1	-4	-5	-6	-2	1	-5	-2	4	-5
CHRM5 antagonist	14&4	-8	4	-2	14	15	4	9	9	13	-8	5	4
M5 ag	1&4	13	-2	-3	-5	-6	-1	-1	-5	-11	-1	6	-5
CHRM5 PAM	-4&-14	12	2	0	-4	-2	-3	5	-2	-3	4	-3	6
M1 PAM	-7&-5	6	3	6	-7	5	-2	14	13	3	4	1	14
M4 ag	8&16	-2	2	3	0	0	0	1	3	8	1	11	0
CHRM1 antagonist	16&6	-4	0	-12	22	-4	5	-13	-6	-2	-18	8	-6
M4 antag	-2&-22	-13	3	1	-3	2	1	-5	0	14	4	-5	-11
TAAR1 agonist	5	-1	13	1	2	-1	2	3	1	9	0	1	4

The list is partial (hit frequency here may not be typical).
